mcGAS MS inh – inhibitors of mouse cGAS. AID 1259397. recombinant mouse cGAS, cGAMP by RapidFire MS. actives 0.18% (n = 130,000). inhibition, % at 12.5 µM;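 active = inhibition of cGAS enzyme activity at or above 60%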;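 also: enzyme stimulated by 45 bp dsDNA with ATP and GTP substrates; cGAMP share of summed cGAMP plus half ATP and half GTP signals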
Target sequence (Q8C6L5 whole entry, looked up): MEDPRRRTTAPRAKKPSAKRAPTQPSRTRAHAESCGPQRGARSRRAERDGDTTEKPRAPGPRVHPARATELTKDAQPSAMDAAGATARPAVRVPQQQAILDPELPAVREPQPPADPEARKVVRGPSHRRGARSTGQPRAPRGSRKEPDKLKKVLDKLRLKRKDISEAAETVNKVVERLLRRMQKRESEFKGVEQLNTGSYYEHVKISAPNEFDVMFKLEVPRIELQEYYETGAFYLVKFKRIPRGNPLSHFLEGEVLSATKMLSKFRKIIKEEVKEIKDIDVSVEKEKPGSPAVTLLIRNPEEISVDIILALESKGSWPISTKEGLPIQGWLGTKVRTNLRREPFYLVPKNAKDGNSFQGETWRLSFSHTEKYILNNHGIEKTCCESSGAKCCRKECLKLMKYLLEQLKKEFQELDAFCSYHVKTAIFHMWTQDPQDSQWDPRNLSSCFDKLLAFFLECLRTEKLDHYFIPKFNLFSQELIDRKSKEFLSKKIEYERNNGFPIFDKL
Active calls of the source: *; & = joins results of further samples. This is a subset; count on the stated rates, not on these rows.

For COc1ccc(N=c2scc(-c3cc4ccccc4o3)n2CC2CCCO2)cc1 (stereo unspecified) the results were mcGAS MS inh -9.
Screening Cc1cc(C(F)(F)F)n2nc(C(=O)N[C@@H]3C[C@@H](CO)N(C)C3)cc2n1 returned mcGAS MS inh -26.
`Cc1cc(NC(=O)c2cccc(C#N)c2)n(C(C)(C)C)n1` gave mcGAS MS inh -21.
CC(CCO)SCCS(=O)(=O)c1ccccc1 (stereo unspecified) was read as mcGAS MS inh -1.
For COc1cc(Cl)cc2cc(C(=O)N3CCC4(CN(C)C(=O)O4)C3)oc12 (stereo unspecified) the results were mcGAS MS inh 21.
Cc1nc2c(cnn2C(C)C)cc1C(=O)N1CCCC(C(=O)Nc2ccccc2)C1 (stereo unspecified) was read as mcGAS MS inh 0.
Screening CC1CCc2c(sc(NC(=O)CN3CCOC(C)C3)c2C#N)C1 (stereo unspecified) returned mcGAS MS inh -8&0.
For Cc1ccc(C(NC(=O)c2ccnn2C(F)F)c2cccnc2)cc1C (stereo unspecified) the results were mcGAS MS inh -4.
`Cc1[nH]c2ccc(CNC(=O)c3ccccc3N(C)S(C)(=O)=O)cc2c1C` gave mcGAS MS inh -29.
C[n+]1c(C=Cc2ccc(O)cc2)ccc2ccccc21 was read as mcGAS MS inh 47.
Screening O=C(NCCN1C(=O)SC(=Cc2cccs2)C1=O)C1CCCCC1 returned mcGAS MS inh -1.
For O=c1c(-c2ccco2)[n+]([O-])c2ccccc2n1OCc1ccccn1 the results were mcGAS MS inh 0.
For Cc1cc(C)c2c(C)c(C(=O)N(C)c3ccccc3)sc2n1 the results were mcGAS MS inh -6.
For CCCC(C)(CNC(=O)c1ccccn1)NC(=O)c1ccccn1 (stereo unspecified) the results were mcGAS MS inh -43.
Cc1csc(NC(=O)CSC2=NS(=O)(=O)c3ccccc3N2)n1 was read as mcGAS MS inh -5.
Screening CN(CC1CCCC1)c1ncccc1S(=O)(=O)N1CCCCC1 returned mcGAS MS inh -43.
For CC(NC(=O)c1ccoc1)C(=O)NCCS(=O)(=O)Cc1ccccc1 (stereo unspecified) the results were mcGAS MS inh 7.
CN1CC2(CCN(C(=O)C3(c4ccc(Cl)cc4)CCCCC3)C2)OC1=O (stereo unspecified) was read as mcGAS MS inh -16.
For O=C(Nc1ccc(-c2ccco2)cc1)C1CCCN(Cc2cccn2-c2cccnc2)C1 (stereo unspecified) the results were mcGAS MS inh -4&-3.
Screening CN(C(=O)CN1CCN(C(=O)[C@H]2CCCN2C(=O)C2CCCCC2)CC1)c1ccccc1 returned mcGAS MS inh -2.
For CCn1c(=O)c2c(nc3n(C(C)c4ccccc4)c(C)c(C)n23)n(C)c1=O (stereo unspecified) the results were mcGAS MS inh -4.
Screening CSc1ccccc1C(=O)N1CCN(c2ncnc3c2nnn3C)CC1 returned mcGAS MS inh -8.
CC(NC(=O)c1ccoc1)C(=O)N(C)CCOc1ccccc1Cl (stereo unspecified) was read as mcGAS MS inh 14.
For COc1ccc(OC)c(C2Nc3ccccc3-c3nc4ccccc4n32)c1 (stereo unspecified) the results were mcGAS MS inh -11.
O=C(NC1CCCCC1)c1ccc(NC(=O)N2CCC3(CC2)OCCO3)cc1 was read as mcGAS MS inh -15.
For O=C(NC(Cc1cccnc1)C(=O)Nc1cc(-c2ccncc2)c[nH]c1=O)OCC1c2ccccc2-c2ccccc21 (stereo unspecified) the results were mcGAS MS inh 0.
Screening CN(CCOc1ccccc1F)C1CCCN(c2ccccc2)C1=O (stereo unspecified) returned mcGAS MS inh -14.
For CCOc1ccc(N2CCN(CC(=O)NC34CC5CC(CC(C5)C3)C4)C2=O)cc1 the results were mcGAS MS inh -4.
Screening COc1ccc(OCC2CN(C(=O)C(C)Oc3ccccc3Cl)CCO2)cc1 (stereo unspecified) returned mcGAS MS inh -6.
`CCCCc1ncc(CN2CCCC3(CCNCC3)CC2)[nH]1` gave mcGAS MS inh -9.
`COc1ccc(-c2noc(-c3cccc(C(N)=O)c3)n2)cn1` gave mcGAS MS inh -8.
Screening C#CCN(CC1CCCO1)C(=O)Nc1ccccc1-c1nnnn1C1CC1 (stereo unspecified) returned mcGAS MS inh -7.
`CSc1nncn1-c1cccc(NS(=O)(=O)c2ccc(F)cc2)c1` gave mcGAS MS inh -19.
CCOc1ccc(NC(=O)CSc2nnc(CNC(=O)c3ccco3)n2-c2cccc(C(F)(F)F)c2)cc1 was read as mcGAS MS inh -8.
For CC(C)c1cc(=O)n2c(n1)SCC2CC(=O)Nc1cccc(F)c1 (stereo unspecified) the results were mcGAS MS inh -10.
`Cc1noc(C)c1CC(=O)N1CCc2c([nH]c3ccccc23)C1c1ccccn1` (stereo unspecified) gave mcGAS MS inh -14.
Cc1cccc(-n2nc(C(=O)O)c(=O)n(Cc3ccccc3Cl)c2=O)c1 was read as mcGAS MS inh -1.
CN(CC(=O)N1CCN(S(=O)(=O)c2ccccc2Cl)CC1)Cc1ccco1 was read as mcGAS MS inh -7.
CCC(C)(NC(=O)c1cc(C2CC2)on1)c1nc(C)cs1 (stereo unspecified) was read as mcGAS MS inh 0.
`CCOC(=O)c1ccc(O)cc1` gave mcGAS MS inh 4.

Nothing new here: entries from further up.
For CCn1c(=O)c2c(nc3n(C(C)c4ccccc4)c(C)c(C)n23)n(C)c1=O (stereo unspecified) the results were mcGAS MS inh -4.
Screening CSc1ccccc1C(=O)N1CCN(c2ncnc3c2nnn3C)CC1 returned mcGAS MS inh -8.
CC(NC(=O)c1ccoc1)C(=O)N(C)CCOc1ccccc1Cl (stereo unspecified) was read as mcGAS MS inh 14.
For COc1ccc(OC)c(C2Nc3ccccc3-c3nc4ccccc4n32)c1 (stereo unspecified) the results were mcGAS MS inh -11.
O=C(NC1CCCCC1)c1ccc(NC(=O)N2CCC3(CC2)OCCO3)cc1 was read as mcGAS MS inh -15.
For O=C(NC(Cc1cccnc1)C(=O)Nc1cc(-c2ccncc2)c[nH]c1=O)OCC1c2ccccc2-c2ccccc21 (stereo unspecified) the results were mcGAS MS inh 0.
Screening CN(CCOc1ccccc1F)C1CCCN(c2ccccc2)C1=O (stereo unspecified) returned mcGAS MS inh -14.
For CCOc1ccc(N2CCN(CC(=O)NC34CC5CC(CC(C5)C3)C4)C2=O)cc1 the results were mcGAS MS inh -4.
Screening COc1ccc(OCC2CN(C(=O)C(C)Oc3ccccc3Cl)CCO2)cc1 (stereo unspecified) returned mcGAS MS inh -6.
`CCCCc1ncc(CN2CCCC3(CCNCC3)CC2)[nH]1` gave mcGAS MS inh -9.
`COc1ccc(-c2noc(-c3cccc(C(N)=O)c3)n2)cn1` gave mcGAS MS inh -8.
Screening C#CCN(CC1CCCO1)C(=O)Nc1ccccc1-c1nnnn1C1CC1 (stereo unspecified) returned mcGAS MS inh -7.
`CSc1nncn1-c1cccc(NS(=O)(=O)c2ccc(F)cc2)c1` gave mcGAS MS inh -19.

Additional entries follow.
Screening O=C(NCc1ccc2c(c1)OCO2)c1ccc(CN2CCCCC2)cc1 returned mcGAS MS inh -7.
Screening Cc1cc(-c2cccc3cnccc23)cnc1N returned mcGAS MS inh -19.
Screening C[C@]12CCC3c4ccc(O)cc4CCC3C1C[C@@H](O)[C@@H]2O (stereo partly specified) returned mcGAS MS inh -5.
CC(NC(=O)C1CCC1)c1nc(-c2cccc(Cl)c2)no1 (stereo unspecified) was read as mcGAS MS inh -12.
`Nc1nc(N2CCN(Cc3ccccc3)CC2)nc(N2CCN(Cc3ccccc3)CC2)c1[N+](=O)[O-]` gave mcGAS MS inh -8.
Cc1nnc(SCCC(=O)N2CCCC3(CCN(C)CC3)CC2)s1 was read as mcGAS MS inh -44.
For CC1c2[nH]c3ccccc3c2CCN1CC(=O)NCc1cccs1 (stereo unspecified) the results were mcGAS MS inh 10.
Screening OCCn1c(SCCc2ccccc2)nc2ccccc21 returned mcGAS MS inh -6.
`CN(CC(=O)Nc1ccc(Cl)cc1)C(=O)CSc1ccccn1` gave mcGAS MS inh -5.
Screening Nc1c(S(=O)(=O)c2ccccc2)c2nc3ccccc3nc2n1Cc1ccc(S(N)(=O)=O)cc1 returned mcGAS MS inh 4.
`O=C(Cc1ccccc1)Nc1ccnn1C1CCN(C2CCCCC2)CC1` gave mcGAS MS inh -2.
CCC(=O)Nc1c(C)nc2ccc(C)cn2c1=O was read as mcGAS MS inh -14.
Screening CCCc1noc(CN(CC)Cc2ccncc2)n1 returned mcGAS MS inh 3.
CC(C)c1ccc(C(=O)N2CCCC(N3CCC(CO)CC3)C2)c(=O)[nH]1 (stereo unspecified) was read as mcGAS MS inh -25.
C/C(=C\c1ccco1)CN1CCC(CNC(=O)NC(C)C)C1 (stereo unspecified) was read as mcGAS MS inh -22.
For Cc1cc(S(=O)(=O)N2CCCC(CNC(=O)c3ccc4c(c3)OCO4)C2)c(C)s1 (stereo unspecified) the results were mcGAS MS inh 1.
For N#CC12CC3CC(CC(C3)C1)C2 the results were mcGAS MS inh -4.
COc1ccc([C@H]2[C@@H](C(=O)N3C[C@@H](C)O[C@@H](C)C3)c3ccccc3C(=O)N2Cc2ccccc2)cc1 was read as mcGAS MS inh -2.
Screening CCOC(C)c1nc(CN(C)C(=O)c2ccc3cc[nH]c3c2)cs1 (stereo unspecified) returned mcGAS MS inh -8.
`O=C(C1CC1c1ccco1)N1CCCC(COc2ccccc2)C1` (stereo unspecified) gave mcGAS MS inh -58.
For CCn1c(C)cc(O)c(C(c2ccncc2)N2CCC(Cc3ccccc3)CC2)c1=O (stereo unspecified) the results were mcGAS MS inh -8.
Screening COC(=O)c1ccc(OC)c(-c2c(OC)cc(OC)c3c(=O)cc(-c4ccc(OC)cc4)oc23)c1 returned mcGAS MS inh -7.
Screening O=C(CCC1CCN(Cc2cccc3nonc23)CC1)Nc1ccc(F)c(Cl)c1 returned mcGAS MS inh 0.
`C=CCOc1ccc(Cl)cc1CN1CCC2(CC1)CNC(=O)C2` gave mcGAS MS inh -10.
Screening COC(=O)c1cc2n(n1)CCN(C(=O)c1ccc(S(C)(=O)=O)cc1)C2 returned mcGAS MS inh -17.
`CN1C2CCC1CC(OC(c1ccccc1)c1ccccc1)C2` (stereo unspecified) gave mcGAS MS inh -1&3.
Screening Cc1ccc(F)cc1NC(=O)c1cc(Cl)ccn1 returned mcGAS MS inh 10.
`Oc1ccc2ccccc2c1C=Nc1nc2c(s1)CCCC2` gave mcGAS MS inh 1.
`CC1(C(=O)NS(=O)(=O)c2ccccc2Cl)CCN1C(=O)Cc1ccccc1Cl` (stereo unspecified) gave mcGAS MS inh -5.
Screening O=C(C1CCCCCC1)N1CCCC1c1nnc2c(C(F)(F)F)cccn12 (stereo unspecified) returned mcGAS MS inh 20.
CC(C)c1nn(C)cc1C(=O)O was read as mcGAS MS inh -2.
Screening Fc1ccc(C2=NNC(=Nc3ccccn3)SC2)cc1 returned mcGAS MS inh 1&19.
Screening CCNC(=O)C1CCN(CC(=O)Nc2cc(OC)cc(OC)c2)C1 (stereo unspecified) returned mcGAS MS inh -2.
For COCC1(C(=O)NCc2cnc(C)cn2)CCC1 the results were mcGAS MS inh -20.
COc1ccc(-c2c(NC(=O)c3cccs3)n(-c3ccccc3)nc(C)c2=O)cc1 was read as mcGAS MS inh -7.
Screening O=C(C1CCCC1)N1CCC(CO)(Cc2ccccc2Cl)CC1 returned mcGAS MS inh -2.
Screening O=C1C(NS(=O)(=O)c2ccc([N+](=O)[O-])cc2)=C(n2cnc3ccccc32)C(=O)c2ccccc21 returned mcGAS MS inh 0.
For CC(NC(=O)c1cnn(C(C)C)c1C(F)(F)F)C(=O)NCc1ccccc1 (stereo unspecified) the results were mcGAS MS inh -41.
Screening CC(C)(C)c1ccc(C(=O)N2CCC(c3cc(CC(=O)O)[nH]n3)CC2)cc1 returned mcGAS MS inh -14.
For COc1cc(Cl)ccc1OCc1cc(C(=O)NC(C)Cc2cccnc2)no1 (stereo unspecified) the results were mcGAS MS inh -5.
O=C(Cc1ccc(NS(=O)(=O)c2cccc3ccccc23)cc1)NC1CC1 was read as mcGAS MS inh -2.
`COc1cccc(OCC(=O)N/N=C2/CCOc3c(C)cccc32)c1` gave mcGAS MS inh -2.
Cc1ccc(Cn2c(C)c(C(=O)NCc3cccc(C(F)(F)F)c3)sc2=O)cc1 was read as mcGAS MS inh -4.
For COc1ccc(C(=O)N(C)CC2CCN(CCc3ccccc3OC)CC2)cc1F the results were mcGAS MS inh -13.
For CNC(=O)NC(=O)C(NC(C)c1ccc2c(c1)OCCO2)c1ccccc1 (stereo unspecified) the results were mcGAS MS inh 3.
For O=C1OC(c2ccccc2I)=NC1=Cc1ccccc1OC(F)F the results were mcGAS MS inh -12.
`CCN(Cc1ccccn1)C(=O)Nc1cc(F)cc(N2CCCC2)c1` gave mcGAS MS inh -5.
`Cc1cc(N)n(-c2ncnc3sc4c(c23)CCCCC4)n1` gave mcGAS MS inh 5.
For Cc1c(C(=O)N2CCSC(C)(C)C2)oc2c1C(=O)CCC2 the results were mcGAS MS inh 1.
For COc1ccc(C(=O)N(C)Cc2ccc(C)o2)cc1S(=O)(=O)NC1CC1 the results were mcGAS MS inh -6.
OCC1(Cc2cccc(Cl)c2)CCCN(C2CCN(c3ccccc3)CC2)C1 (stereo unspecified) was read as mcGAS MS inh -7.
Screening C=CCN(CCN1CCOCC1)Cc1ccc(C#N)cc1 returned mcGAS MS inh -5.
CCOCCCNc1n[nH]c(=S)s1 was read as mcGAS MS inh 29.
For Cc1cc(C(=O)CN2C(=O)C(=O)N(CCc3cccs3)C2=O)c(C)n1CC(F)(F)F the results were mcGAS MS inh -6.
`O=S(=O)(c1c(F)cccc1F)N1CCc2c(ncnc2N2CCOCC2)C1` gave mcGAS MS inh 1.
`CCC(=O)N1CCCC(C(=O)NC(c2ccc(C)o2)C(C)(C)C)C1` (stereo unspecified) gave mcGAS MS inh -5.
CCCn1cc(CNC(C)c2cnc(-c3ccncc3)nc2C)c(C)n1 (stereo unspecified) was read as mcGAS MS inh -5.
For NS(=O)(=O)C=Cc1ccccc1 the results were mcGAS MS inh -5.
O=C(NCc1cccnc1Oc1ccc(F)c(F)c1)c1c(F)cccc1F was read as mcGAS MS inh -33.
Fc1ccc(-n2cccn2)c(CN2CCCC(OCc3ccccn3)C2)c1 (stereo unspecified) was read as mcGAS MS inh -25.
Screening CCC(C)NC(=O)COCC(=O)COc1ccc(Cl)c(C)c1 (stereo unspecified) returned mcGAS MS inh 7.
`COCCN1C(=O)c2ccccc2[C@H](C(=O)Nc2ccc3[nH]ncc3c2)[C@@H]1c1cccnc1` gave mcGAS MS inh 7.

Source: PubChem
